TTR transcr act: TTR transcription activators in neuroblastoma reporter cells, primary screen, cell-based, luminescence, SH-SY5Y, TTR promoter Gaussia luciferase | 92,000 tested, 1.3% active | activation, % at 16.7 µM | 100% = recombinant luciferase protein wells;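 active means activation above the mean of all tested compounds plus 3 SD, cut at about 9.5% in these data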;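 further: cells exposed to compounds for one day before reading; 0% = median of all test compound wells on the plate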
* = called active by the depositor.

SMILES	TTR transcr act
COc1ccc(C)cc1NC(=O)CN1CCN(c2ccc(F)cc2)CC1	-1.8
COc1ccccc1C(=O)NC(=S)Nc1ccc(N2CCCC2)cc1	-1.1
CCCCn1c2c(c(=O)n(C)c1=O)C(CC(=O)OCC(=O)Nc1cccc(C(F)(F)F)c1)C(=O)N2 (configuration not stated)	1.3
CC1(C)COC2(OC1)C(=O)Nc1ccccc12	-0.2
Nc1ccc2nc(CCCO)[nH]c2c1	-1.8
Cc1cc(-c2nnc(CCC(=O)N(CC3CC3)CC3CCCO3)o2)no1 (configuration not stated)	2.1
O=C(Nc1cccc2c1CCCC2)C1CCN(c2nnnn2-c2ccccc2)CC1	0.0
CC(=O)N1C[C@H]2CON(C)[C@H]2C[C@H]1c1cccc(-c2ccc(C#N)cc2)c1	0.1
CC(C)(C)NC(=O)CN(Cc1cccs1)C(=O)c1csnn1	0.0
Cc1ccc2[nH]c(C(=O)N3CCC(C(N)=O)CC3)cc2c1	-2.5
COc1ccc(C(=O)c2ccc(OC)c(Br)c2)cc1Br	5.1
O=C(CC(=O)c1cc(Cl)ccc1O)c1ccccc1	-0.6
CCC(=O)N(CC(=O)Nc1sc(C)c(C)c1C(N)=O)C1CCCCC1	2.1
CCOc1ccc(NC(=O)/C(C#N)=C/c2ccc(N3CCCC3)c(C)c2)cc1	1.3
CCOc1nc(C)ccc1-c1noc(CC)n1	0.5
CC(C)OC(=O)CC(=O)CSc1nc(-c2ccc(F)cc2)cc(-c2ccccc2)c1C#N	-0.7
Cn1c(=O)c2c(ncn2CC(=O)OCC(=O)NC2CCCc3ccccc32)n(C)c1=O (configuration not stated)	1.3
COc1ccc(NC(=O)COC(=O)c2cc(Cl)ccc2O)cc1S(=O)(=O)N1CCCCC1	0.2
COc1cc(CNC(=O)c2ccc3c(c2)S(=O)(=O)c2ccccc2C3=O)cc(OC)c1	4.0
O=C(CSc1nncn1-c1cccnc1)Nc1ccccc1C(F)(F)F	-0.7
Cc1ccc(Nc2ccc(C(=O)O)cc2[N+](=O)[O-])cc1	-0.9
CCN1CCCc2cc(CN(CCN3CCOCC3)C(=S)Nc3cc(F)cc(F)c3)ccc21	-0.5
Cc1cc(C)c2c(n1)sc1c(O)cc(=O)[nH]c12	-1.4
CCCSc1ccc([C@@H]2[C@@H]3C(=O)N(CC)C(=O)[C@@H]3[C@]3(C(=O)OC)CCCCN23)cc1OC	1.4
N#Cc1nc(-c2cccc3ccccc23)oc1NCC1CCCO1 (configuration not stated)	-0.9
COc1ccc(/C=N/NC(=O)c2ccccc2NC(=O)c2ccco2)c(OC)c1	-1.0
CC12CCC(c3c(C(=O)N4CCOCC4)nn(-c4ccccc4)c31)C2(C)C (configuration not stated)	2.1
CCOC(=O)CNc1c(-c2ccc(O)cc2)nc2ccc(Cl)cn12	-0.5
Cc1ccccc1S(=O)(=O)N(C)C[C@@H]1OCc2cnnn2CCCC(=O)N([C@@H](C)CO)C[C@@H]1C	-1.9
O=C(Nc1ccc2oc(=O)ccc2c1)c1ccc(-c2cccc([N+](=O)[O-])c2)o1	-4.2
CN(C)Cc1ccccc1CCc1ccccc1	-2.5
COc1ccc(NC(=O)CSc2n[nH]c(-c3ccco3)n2)cc1	-0.6
NC(=O)COc1ccc(S(=O)(=O)N2CCCC2)cc1	-0.7
COc1ccc(CC(=O)NNc2ncnc3c2cnn3-c2ccc(C)cc2)cc1	-0.5
CC(=O)Nc1ccc(/C=C/c2nc3ccccc3[nH]c2=O)cc1	-3.1
CSc1cccc(NC(=O)COC(=O)C2CCN(S(=O)(=O)c3ccccc3)CC2)c1	-0.4

Some of the entries so far, with bars between the fields:
Compound | TTR transcr act
Cn1c(=O)c2c(ncn2CC(=O)OCC(=O)NC2CCCc3ccccc32)n(C)c1=O (configuration not stated) | 1.3
COc1ccc(NC(=O)COC(=O)c2cc(Cl)ccc2O)cc1S(=O)(=O)N1CCCCC1 | 0.2
COc1cc(CNC(=O)c2ccc3c(c2)S(=O)(=O)c2ccccc2C3=O)cc(OC)c1 | 4.0
O=C(CSc1nncn1-c1cccnc1)Nc1ccccc1C(F)(F)F | -0.7
Cc1ccc(Nc2ccc(C(=O)O)cc2[N+](=O)[O-])cc1 | -0.9
CCN1CCCc2cc(CN(CCN3CCOCC3)C(=S)Nc3cc(F)cc(F)c3)ccc21 | -0.5
Cc1cc(C)c2c(n1)sc1c(O)cc(=O)[nH]c12 | -1.4
CCCSc1ccc([C@@H]2[C@@H]3C(=O)N(CC)C(=O)[C@@H]3[C@]3(C(=O)OC)CCCCN23)cc1OC | 1.4
N#Cc1nc(-c2cccc3ccccc23)oc1NCC1CCCO1 (configuration not stated) | -0.9
COc1ccc(/C=N/NC(=O)c2ccccc2NC(=O)c2ccco2)c(OC)c1 | -1.0
CC12CCC(c3c(C(=O)N4CCOCC4)nn(-c4ccccc4)c31)C2(C)C (configuration not stated) | 2.1
CCOC(=O)CNc1c(-c2ccc(O)cc2)nc2ccc(Cl)cn12 | -0.5
Cc1ccccc1S(=O)(=O)N(C)C[C@@H]1OCc2cnnn2CCCC(=O)N([C@@H](C)CO)C[C@@H]1C | -1.9
O=C(Nc1ccc2oc(=O)ccc2c1)c1ccc(-c2cccc([N+](=O)[O-])c2)o1 | -4.2
CN(C)Cc1ccccc1CCc1ccccc1 | -2.5
COc1ccc(NC(=O)CSc2n[nH]c(-c3ccco3)n2)cc1 | -0.6
NC(=O)COc1ccc(S(=O)(=O)N2CCCC2)cc1 | -0.7

The list continues.
SMILES	TTR transcr act
COc1cc(NC(=O)CSc2nc3c(c(=O)n(C)c(=O)n3C)n2C)cc(OC)c1	-0.6
CCCN(CC(=O)Nc1ccc(Cl)cc1Cl)C(=O)/C=C/c1cccc([N+](=O)[O-])c1	4.8
O=C(CN1CCN(C(=O)c2cccs2)CC1)Nc1ccc(Br)cc1	-0.9
Cc1ccc(-c2nc(C(=O)NCC3CCCO3)cc3c2[nH]c2ccccc23)cc1 (configuration not stated)	-2.1
Cc1ccc(/C(N)=N/OC(=O)Cc2cccc3ccccc23)cc1	2.2
CN(CC(=O)Nc1ccc(F)cc1)C(=O)C1CCN(C(=O)Nc2ccccc2)CC1	-0.9
CCCC(C)NC(=O)CSc1nnc(-c2c[nH]c3ccccc23)o1 (configuration not stated)	0.6
CN1CCN(C(=O)c2cc3c(c(-c4cccc(-c5cccnc5)c4)n2)[C@@H](CCO)N(C(=O)CC2CC2)C3)CC1	3.8
COc1cc(CC(=O)O)c([N+](=O)[O-])cc1OC	1.6
CCOC(=O)c1c(-c2cccc(N)c2)cn2ccccc12	-0.5
OCCN1CCSC1=S	-0.3
Cc1ccc(NC(=O)c2snc3ccc(Cl)cc23)cc1C	-1.3
Cc1cc(C)nc(Nc2ccc(O)cc2)n1	1.4
CCOc1ccc(S(=O)(=O)N2CCN(C(=O)Cc3ccc(S(=O)(=O)N4CCOCC4)s3)CC2)cc1	3.5
Cc1ccc(NC(=O)C(=O)N2CCCC2)cc1Cl	0.7
CC1(C)CC(=O)C(N=Nc2cccc(F)c2C#N)=C(O)C1	-0.8
Cc1cccc2c1-c1sc(C(=O)Nc3nccs3)cc1CO2	-2.5
CC(c1ccco1)N(C(=O)C12CC3CC(CC(C3)C1)C2)c1ccccn1 (configuration not stated)	-0.6
CCCn1nc(C(=O)NNC(=O)C2CSC3(C)CCC(=O)N23)c2ccccc2c1=O (configuration not stated)	-1.9
COc1ccc(C2c3c(oc4ccccc4c3=O)C(=O)N2Cc2ccncc2)cc1OC (configuration not stated)	5.0
C=CCNC(=S)N1CCC(C(N)=O)CC1	-0.5
O=C(COC(=O)c1ccc(Br)o1)NCC1CCCCC1	1.3
Cc1ccc(NC(=O)CSc2nc(=O)cc(N)n2-c2ccccc2)cc1	2.8
CC(C)(C)c1ccc(Oc2ccc(NC(=O)c3ccccc3C(=O)O)cn2)cc1	-0.5
O=C(CN1CCCCCC1)N/N=C/c1cccs1	-0.6
O=C(COC(=O)c1ccc(Br)o1)Nc1ccc(S(=O)(=O)N2CCCC2)cc1	0.1
Cc1nn(Cc2cccc(C(=O)NC(C)c3ccc(C(C)(C)C)cc3)c2)c(C)c1[N+](=O)[O-] (configuration not stated)	-3.3
Cc1ccc(Nc2c(-c3ccco3)nc3nc(C)cc(C)n23)cc1	2.2
CCOC1=C2[C@@H](CN(S(=O)(=O)c3ccc(C)cc3)[C@H]2c2ccccc2Cl)[C@H]2C(=O)NC(=O)[C@H]2C1	2.2
CCOc1ccccc1NS(=O)(=O)c1ccc2[nH]c(=O)[nH]c2c1	1.2
CCOC(=O)[C@@]12CCC3=C1N(CCC3)C(=O)[C@H](CC(=O)N1CCSCC1)C2	-0.4
CC(C)Oc1cc(NC(=O)CS(=O)(=O)CC(=O)N(C)C)c(Cl)cc1Cl	0.0
NNC(=O)c1cc(-c2ccc(O)cc2)nc2ccc(Br)cc12	-1.2
Cc1cccc(C)c1NC(=O)c1ccc2sc([C@H]3C[C@H](O)[C@@H](CO)O3)nc2c1	0.3
C=CCNC(=O)NC(=O)COC(=O)CCCSc1nc2ccccc2[nH]1	0.4
CCOC(=O)N1CCN(C(=O)c2ccc3c(c2)N(C)C(=O)/C(=C\c2ccc(OCC)c(OC)c2)S3)CC1	-3.8
Cc1cccc(OCCOc2ccccc2C=C(C#N)C#N)c1	-0.9
CCOC(=O)c1c(Nc2ccc(Cl)cc2)sc(/C=C2\C=Nc3ccccc32)c1O	-0.7
COC(=O)c1c(C(=O)OC)c2ccccn2c1C(=O)c1ccccc1	1.4
COc1ccc(/C=C2/SC(=S)N(CCC(=O)Nc3cccnc3)C2=O)cc1OC	0.6
COc1ccccc1C(=O)NCC(=O)N1CCN(C/C=C/c2ccccc2)CC1	-1.7
N#CCCN(C(=O)COc1ccc(Br)cc1F)c1ccc(F)cc1	-0.3
COc1ccccc1C(=O)NCCC(=O)NCc1cccnc1	-1.2
C=CCn1c(NC)cc(=O)n(C)c1=O	2.3
Cn1ncc(C(=O)Nc2ccc(OC(F)(F)F)cc2)c1-n1cccc1	-4.4
O=S(=O)(c1ccc(Oc2ccc(S(=O)(=O)N3CCOCC3)cc2)cc1)N1CCOCC1	-4.6
COc1cc(O)c(C(CCN2CCCC2)c2ccc(N(C)C)cc2)c(OC)c1 (configuration not stated)	-1.7
COC(=O)c1sc(-c2ccc(Cl)cc2)cc1NC(=O)CSCC(=O)O	-1.7
CC(CN1CCC(O)CC1)c1ccccc1 (configuration not stated)	5.3
C/C(=N\NC(=O)c1nn(C)cc1Cl)c1ccncc1	3.2
COCC(=O)Nc1nc(-c2ccccc2)ns1	-2.2
C=CCNc1nc(-c2ccccn2)nnc1-c1ccccc1	-1.3
O=[N+]([O-])c1ccc(S(=O)(=O)N2CCN(Cc3c[nH]c4ccccc34)CC2)cc1	-0.8
O=C(NNc1ccc(-c2csnn2)cc1)c1ccccc1C(F)(F)F	1.4
Cc1nc(NC(=O)COC(=O)CCc2nc3ccccc3s2)c(Cl)cc1Cl	1.1
CN1CCN(S(=O)(=O)c2ccc(NC(=O)c3ccc(Br)s3)cc2)CC1	-1.2
Cc1ccc2c(c1)NCC(C(=O)NC1CCC(C)CC1)O2 (configuration not stated)	-3.5
CCCS(=O)(=O)c1c(S(=O)(=O)CCC)c2cnccn2c1C(=O)c1ccc(OC)cc1	-1.1
COc1ccccc1/C=N/N1CCN(Cc2ccccc2Cl)CC1	-1.0
O=C(NCC1CCCO1)C(c1cccs1)N(C(=O)Cn1nnc(-c2cccs2)n1)C1CCCC1 (configuration not stated)	-0.5

Next section:
SMILES	TTR transcr act
CN(C(=O)N1CCN(c2ccccn2)CC1)c1ccccc1	-0.7
O=C(NN=C1CCCC1)C(=O)Nc1cccc(C(F)(F)F)c1	-2.2
Cc1ccc(C(=O)NC(=S)Nc2ccc3c(c2)OCCO3)c(C)c1	1.6
CCC(C)[C@H](NC(=O)Nc1ccc2c(c1)OCCO2)C(=O)OC (some centres not stated)	3.7
COc1ccc(-n2c(C)cc(C(=O)COC(=O)c3cc(OC)c(OC)cc3NC(=O)c3cccs3)c2C)cc1	0.8
Cc1cc(C)nc(N2CCCC(C(=O)Nc3ccc4c(c3)OCCO4)C2)n1 (configuration not stated)	-1.2
COC(=O)[C@]12C[C@H](CC(=O)NCC34CC5CC(CC(C5)C3)C4)C(=O)N(Cc3ccc(Cl)cc3Cl)C1=C[C@H](COCc1ccccc1)O[C@@H]2C	2.5
CCOC(=O)c1ccc2[nH]cc(C(C)=O)c(=O)c2c1	0.9
CCc1ccccc1NC(=O)C1=CN2CCS(=O)(=O)N=C2C=C1	1.2
COc1ccc(NC(=O)Cn2nnc(C(N)=O)c2N)c(OC)c1	-1.3
O=C(C[C@@H]1C/C=C\C[C@H](NC(=O)OCC2c3ccccc3-c3ccccc32)C(=O)OC[C@@H]2CCCN2C1=O)N[C@@H](CO)Cc1ccccc1	-1.1
O=C(CSc1n[nH]c(-c2ccncc2)n1)Nc1ccc(F)cc1	-1.4
CC(C)=CCN1CCC(n2nccc2NC(=O)c2ccccc2Cl)CC1	-0.7
Cc1cc(NC(=O)CCOc2ccccc2)no1	1.7
COc1ccc(N2CC(O)=C(c3nc(-c4ccc(F)cc4)cs3)C2=N)cc1	-0.9
COc1ccc(C(=O)NNC(=O)CCC(=O)Nc2ccc(C)cc2C)cc1	0.8
CCOC(=O)C1CCN(C(=O)COC(=O)CNC(=O)c2ccc(OC)cc2)CC1	-0.3
CCN(CC)S(=O)(=O)c1ccc(NC(=O)CCNC(=O)c2ccco2)cc1	2.0
Cc1ccc(Cl)cc1NC(=O)C(Cc1ccccc1)N1C(=O)C2C3CCC(C3)C2C1=O (configuration not stated)	-1.8
CC1(OC(=O)C2CCCC2)C(=O)C=C2C=C(c3ccsc3)N(C3CCCCC3)C=C2C1=O (configuration not stated)	-0.2
O=c1cc(-c2ccco2)oc2ccccc12	-0.7
c1ccc(CC2CNc3ccccc3CN2)cc1 (configuration not stated)	-0.1
CCOC(=O)NC(=S)c1ccc[nH]1	1.2
CCC(C)NS(=O)(=O)c1cccs1 (configuration not stated)	-0.9
CCOc1cc(CNS(=O)(=O)c2ccc3c(c2)CC(=O)N3C)cc(OCC)c1OCC	-1.8
CCC(CO)Oc1cc(NCc2cccc(C)c2)c2ncn(C(C)C)c2c1 (configuration not stated)	-2.1
O=C(NC1CCC(NC(=O)C(F)(F)C(F)F)CC1)C(F)(F)C(F)F (configuration not stated)	-0.7
O=CNc1c(Br)cc2c(c1Br)Cc1cc(Br)ccc1-2	1.9
COc1cc(NS(=O)(=O)c2ccc(NC(=O)CN3C(=O)c4ccccc4C3=O)cc2)ncn1	0.8

High-throughput results from PubChem.

These rows are one share of the data (hit frequency here may not be typical).
